# NPY-Y2 antag: NPY-Y2 receptor antagonists, primary screen, cell-based | inhibition, % at 2.7 µM | AID 793, 2007 | NPY-Y2 expressing cells, antagonist mode | 140,000 compounds, 0.99% hits | Neuropeptide Y receptor type 2 (Homo sapiens), P49146; in the data active = inhibition above about 17%;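 note: 0% = vehicle with agonist challenge and 100% = reference antagonist with challenge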
# Target sequence (P49146 whole entry, looked up): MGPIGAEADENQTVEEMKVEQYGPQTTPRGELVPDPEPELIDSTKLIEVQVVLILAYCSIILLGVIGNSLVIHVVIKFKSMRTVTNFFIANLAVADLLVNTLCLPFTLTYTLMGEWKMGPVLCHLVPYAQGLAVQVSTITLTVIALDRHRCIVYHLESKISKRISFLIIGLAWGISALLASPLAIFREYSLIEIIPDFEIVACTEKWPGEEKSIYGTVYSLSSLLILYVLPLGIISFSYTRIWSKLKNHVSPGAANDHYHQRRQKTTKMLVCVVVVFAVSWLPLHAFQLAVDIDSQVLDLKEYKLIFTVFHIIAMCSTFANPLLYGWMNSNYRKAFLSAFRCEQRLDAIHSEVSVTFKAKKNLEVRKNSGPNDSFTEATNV
# Yeast lifespan up: compounds extending yeast replicative lifespan, primary screen, S. cerevisiae, OD615; inhibition of the nicotinamide effect, % at 10 µM; 130,000 compounds, 0.68% hits; S. cerevisiae growth with nicotinamide; deaD strain in restrictive glucose medium;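 active = inhibition above a set limit, placed 3 SD over the median of all compounds, cut at about 26% in these data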;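 note: 0% = nicotinamide-treated wells and 100% = cells grown without nicotinamide; some compounds called inactive have numbers as strong as hits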
#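 Test system – modified budding yeast, DeaD strain · Compound – single dose 10 µM compound, 0.25% DMSO · Times – culture preincubation 4 h, compound exposure 48 h, both 30 °C · Detection – optical density (absorbance) at 615 nm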
# Phagocytosis inh: inhibitors of macrophage phagocytosis, primary screen, imaging, J774A.1 cells, IgG beads; J774A.1 macrophage IgG-bead phagocytosis; inhibition, % at 5 µM; 110,000 compounds, 0.07% hits;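 active = inhibition above the mean of the plate negative controls plus 5 SD, cut at about 13% in these data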;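 note: phagocytic index as fraction of beads internalized from green versus red external bead signal; plate controls were DMSO negative control for no effect and cytochalasin-D positive control for full effect; some results beyond the cut were filed as inactive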
# GALR2 antag: GALR2 antagonists in receptor-expressing cells, primary screen | antagonist mode | inhibition, % at 4 µM | 140,000 compounds, 0.39% hits; in the data active = inhibition above about 27%;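 note: cells stimulated with galanin 1-16 at roughly its EC80; 0% = agonist challenge control and 100% = basal control without agonist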
# Target sequence (O43603 whole entry, looked up): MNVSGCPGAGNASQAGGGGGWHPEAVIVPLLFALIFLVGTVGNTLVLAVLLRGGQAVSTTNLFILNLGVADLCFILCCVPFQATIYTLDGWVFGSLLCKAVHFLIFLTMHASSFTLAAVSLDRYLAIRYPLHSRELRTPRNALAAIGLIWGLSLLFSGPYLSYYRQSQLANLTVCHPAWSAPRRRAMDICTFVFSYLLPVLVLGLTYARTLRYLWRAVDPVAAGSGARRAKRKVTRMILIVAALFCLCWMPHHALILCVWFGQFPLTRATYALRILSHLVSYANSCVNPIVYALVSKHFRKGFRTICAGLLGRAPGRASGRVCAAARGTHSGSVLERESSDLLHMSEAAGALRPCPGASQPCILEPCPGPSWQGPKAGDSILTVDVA
# E-sel TNF inh: E-selectin induction blockers in HUVEC – imaging, immunofluorescence, high content, primary screen; HUVEC TNFa-induced E-selectin immunofluorescence; 120,000 compounds, 0.71% hits; inhibition, % at 2 µM;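 active = inhibition above the batch mean plus 3 SD, and confirmed as a hit on visual image review, cut at about 43% in these data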;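 note: 0% = TNF-stimulated DMSO wells and 100% = unstimulated control wells; not every result past the cut was called active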
# BB579 growth dn: growth inhibitors of yeast BB579 in restrictive medium, primary screen, yeast lifespan-shortening project, S. cerevisiae; OD615, 48 h; inhibition, % at 10 µM; 140,000 compounds, 0.51% hits; AID 804, 2007;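 active = inhibition above a set limit, 3 SD over the mean compound inhibition, cut at about 44% in these data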; note: inactives centre near -24
#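 Test system: Saccharomyces cerevisiae DeaD strain BB579, replicative lifespan model yeast | Buffer or medium: Restrictive CSMM-D medium | Doses: One dose, 10 µM compound with 0.25% DMSO | Incubation: 48 h exposure, 30 °C | Detection: Culture absorbance at 615 nm | Control set: Amphotericin B at 10 µg/mL as positive control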
# Measles CPE: compounds protecting cells from measles virus cytopathic effect, primary screen, measles RdRp inhibitor project, single point, MLSMR library, absorbance; 140,000 compounds, 1.5% hits; AID 841, 2007; protection (pct of control), % at 4 µM; Measles virus-infected cells, CPE protection; in the data active = protection mostly above about 24%, no sharp cut-off; inactive = mostly below about 26%; note: some compounds called inactive have numbers as strong as hits
# HCT116 bCat-KO: primary screen for growth suppressors in beta-catenin knockout HCT116 cells (colon tumor, human). 140,000 compounds, 1.5% hits. viability, % at 10 µM. HCT116 beta-catenin knockout viability, CellTiter-Glo, 60 h; stronger effect = lower value. AID 818, 2007;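 active = viability at or under a set limit, the compound median less 4 SD, cut at about 6% in these data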;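 note: 0% = Hyamine 1622 control at 20 µM and 100% = untreated cell control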
# PTEN del growth: growth suppression of PTEN-null HCT116, primary screen, cell-based, CellTiter-Glo; HCT116 PTEN-null viability, 60 h; stronger effect = lower value; viability, % at 10 µM; 140,000 compounds, 1.2% hits;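 active = viability at or below a set limit, 4 SD under the median of all tested compounds, cut at about 3.7% in these data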;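 note: PTEN knockout HCT116 line with beta catenin targeted HCT116 as companion control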
# MRP-1 activ: H69AR viability gain despite doxorubicin, primary screen, MRP-1 activator project, H69AR cells, CellTiter-Glo; AID 799, 2007; viability increase, % at 10 µM; 140,000 compounds, 0.61% hits; viability rescue;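 active = viability gain under doxorubicin at or above a set limit, the compound median plus 3 SD, cut at about 4.7% in these data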;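 note: MRP-1 overexpressing cells given doxorubicin 25 µM after compound pretreatment; 18-22 h compound pretreatment then 72 h with doxorubicin before readout; 0% = doxorubicin-only wells and 100% = vehicle-treated cells without doxorubicin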
# An asterisk follows results filed as active; x = not tested or not shown.
SMILES,NPY-Y2 antag,Yeast lifespan up,Phagocytosis inh,GALR2 antag,E-sel TNF inh,BB579 growth dn,Measles CPE,HCT116 bCat-KO,PTEN del growth,MRP-1 activ
O=C(CN1CCN(c2ccccc2)CC1)Nc1ccc(-n2cnnn2)cc1,2,-6,2,-8,-19,-19,37,91,61,-6.2
COc1ccc(OC)c2c1sc(=NC(=O)C(C)(C)C)n2C,1,-7,0,-6,3,11,9,48,55,-4.3
CCN=c1scc(-c2ccc3c(c2)NC(=O)CO3)n1N=C1CCCC1,2,-11,0,11,-34,-76,23,13,20,-0.3
O=C(NCCCN1CCOCC1)c1ccc(Cl)s1,0,-11,-1,-2,9,-16,15,90,92,1.2
O=C(Nc1cc(Sc2nc3ccccc3s2)cc([N+](=O)[O-])c1)c1cccc(F)c1F,3,0,-12,-9,-4,-30,16,55,35,-0.5
CC(=O)N1C(=O)C2(C(C#N)=C(N)Oc3n[nH]c(-c4ccccn4)c32)c2ccccc21 (centres undefined),2,-9,-4,5,x,-26,8,78,74,-2.8
O=C(COc1ccc(Cl)cc1)Nc1c(-c2cccs2)nc2ccccn12,7,1,-4,2,58,-31,8,92,90,-0.4
CCn1c(CCC(=O)Nc2nc3c(s2)CCCC3)nc2cc(S(=O)(=O)N(C)C)ccc21,0,-12,x,10,-24,-36,29,85,69,-1.2
Cc1ccccc1C(=O)NCc1nnc(SCC(=O)N2c3ccccc3Sc3ccccc32)n1C,1,-5,1,4,3,-26,2,80,77,-2.0
Cc1sc(-c2ccccn2)nc1OC(=O)c1ccc(Cl)cc1,3,-8,0,-12,-23,-27,7,103,103,3.5
CC(C)CNC(=O)c1ccccc1NC(=O)Nc1ccccc1,2,-4,-1,12,-2,-20,3,95,99,0.2
C/C(=N\NC(=O)c1cccnc1)c1cc(C)oc1C,4,6,-1,1,6,3,8,89,95,-2.3
CCC(C)NC(=O)COC(=O)c1csc2c1CCCC2 (centres undefined),2,3,-4,1,-5,0,4,88,91,2.3
Cc1ccc(S(=O)(=O)c2cccc(S(=O)(=O)N3CCOCC3)c2)cc1S(=O)(=O)N1CCOCC1,-4,-20,x,3,8,-13,4,107,92,-2.9
COc1ccc(/C(O)=C2\C(=O)C(=O)N(Cc3ccco3)C2c2ccc(OC)cc2OC)cc1 (centres undefined),3,39,2,15,-34,-20,4,40,66,-3.4
Cc1nc2cc(N3CCN(C)CC3)c(NC(=O)Cc3ccccc3)cc2c(=O)n1Cc1ccccc1,1,-8,0,3,12,-66,x,83,77,-1.8
Cc1cccc(NC(=O)c2cccs2)n1,-1,-13,-1,-10,x,-50,16,98,109,2.0
CCc1nc(Nc2ccc(OC)c(OC)c2)c2nnn(Cc3ccccc3Cl)c2n1,-1,x,x,-1,-21,-50,22,52,62,0.3
CCOC(=O)N1CCN(CC(O)COCCC23CC4CC(CC(C4)C2)C3)CC1 (centres undefined),3,-13,0,-12,-1,-1,5,83,76,-0.7
CC(=O)Nc1ccc(S(=O)(=O)N=S(C)(C)=O)cc1,-1,3,-1,8,6,-30,23,97,105,-0.5
COc1ccc(-c2nn(-c3ccccc3)cc2/C=N/Nc2ccccn2)cc1OC,10,-2,-4,-10,3,-14,15,17,16,0.1
c1csc(CNCCN2CCOCC2)c1,2,-1,1,-16,1,-5,1,98,100,-0.8
COc1cccc(-c2nnc3sc(-c4ccccc4)nn23)c1,7,x,0,3,-38,-17,6,85,78,-3.2
CC(C)Cn1c(SCC(=O)NC(=O)NC2CCCC2)nc2ccccc21,10,-7,-1,0,x,-31,15,99,85,1.4
Cc1cc(C)nc(Nc2ccc(C(=O)O)cc2)n1,2,-12,-1,-4,-28,-61,9,111,98,-0.5
COC(=O)CSC1=C(C#N)C(c2sccc2C)CC(=O)N1 (centres undefined),-1,x,x,1,2,6,17,89,84,0.6
O=C(OCC(=O)N1CCc2ccccc21)c1cccnc1,-1,-17,0,-3,x,-13,8,110,100,-2.7
COc1ccccc1N=C1SCC(=O)N1c1ccccc1OC,3,6,-5,-6,9,-45,4,85,92,-0.5
Cc1csc(NC(=O)C2CCN(C(=O)CSc3nnc(C)n3Cc3ccccc3)CC2)n1,3,-11,0,9,5,2,29,95,91,-1.3
O=C(Nc1cnc2ccccc2c1)C1COc2ccccc2O1 (centres undefined),3,-24,-1,5,-21,-23,31,108,101,0.0
CSc1cccc(NC(=O)CN(c2cccc(C)c2)S(C)(=O)=O)c1,5,-5,-1,4,-26,-18,14,82,83,-3.7
O=c1c(/C=N/Nc2ccccc2)c(Sc2nnnn2-c2ccccc2)nc2ccccn12,2,0,-1,-12,0,-9,11,90,87,-3.4
CCOC(=O)Cc1nnc(Nc2cccc(C)c2)c2ccccc12,-1,1,0,7,-12,-17,2,95,94,4.1
O=C(Nc1ccc(OC(F)(F)F)cc1)Nc1cccc([N+](=O)[O-])c1,0,-6,-6,19,x,-22,6,2.9*,3.5*,-5.3
CCOc1ccc2c(CC)cc(=O)oc2c1OCC,3,-2,-2,-5,x,-54,7,98,102,-0.5
CCn1cc(CNC(=O)CSc2nc(-c3ccc(OC)c(OC)c3)cc(C(F)(F)F)n2)c(C)n1,-1,-4,-12,8,x,-15,28,98,105,-1.9
C=CCn1c(SCC(=O)Nc2cc(C)ccc2OC)nnc1-c1ccco1,1,-10,0,8,-14,-25,12,107,104,1.0
Cc1ncsc1C(=O)Nc1nc2c(s1)CC(C)CC2 (centres undefined),0,-24,0,-2,0,-16,4,92,80,-2.1
O=S1(=O)C=C(N2CCOCC2)c2ccccc21,0,6,x,9,23,-16,4,103,92,-1.6
O=C(Nc1cccc(Cl)c1)Nc1nnc(-c2ccccc2)o1,1,-15,x,3,x,-49,16,95,114,0.4

# 15 of the compounds above, with two lines to a compound.
# Below each SMILES: NPY-Y2 antag, Yeast lifespan up, Phagocytosis inh, GALR2 antag, E-sel TNF inh, BB579 growth dn, Measles CPE, HCT116 bCat-KO, PTEN del growth, MRP-1 activ
COc1ccc(-c2nn(-c3ccccc3)cc2/C=N/Nc2ccccn2)cc1OC
→ 10, -2, -4, -10, 3, -14, 15, 17, 16, 0.1
c1csc(CNCCN2CCOCC2)c1
→ 2, -1, 1, -16, 1, -5, 1, 98, 100, -0.8
COc1cccc(-c2nnc3sc(-c4ccccc4)nn23)c1
→ 7, x, 0, 3, -38, -17, 6, 85, 78, -3.2
CC(C)Cn1c(SCC(=O)NC(=O)NC2CCCC2)nc2ccccc21
→ 10, -7, -1, 0, x, -31, 15, 99, 85, 1.4
Cc1cc(C)nc(Nc2ccc(C(=O)O)cc2)n1
→ 2, -12, -1, -4, -28, -61, 9, 111, 98, -0.5
COC(=O)CSC1=C(C#N)C(c2sccc2C)CC(=O)N1 (centres undefined)
→ -1, x, x, 1, 2, 6, 17, 89, 84, 0.6
O=C(OCC(=O)N1CCc2ccccc21)c1cccnc1
→ -1, -17, 0, -3, x, -13, 8, 110, 100, -2.7
COc1ccccc1N=C1SCC(=O)N1c1ccccc1OC
→ 3, 6, -5, -6, 9, -45, 4, 85, 92, -0.5
Cc1csc(NC(=O)C2CCN(C(=O)CSc3nnc(C)n3Cc3ccccc3)CC2)n1
→ 3, -11, 0, 9, 5, 2, 29, 95, 91, -1.3
O=C(Nc1cnc2ccccc2c1)C1COc2ccccc2O1 (centres undefined)
→ 3, -24, -1, 5, -21, -23, 31, 108, 101, 0.0
CSc1cccc(NC(=O)CN(c2cccc(C)c2)S(C)(=O)=O)c1
→ 5, -5, -1, 4, -26, -18, 14, 82, 83, -3.7
O=c1c(/C=N/Nc2ccccc2)c(Sc2nnnn2-c2ccccc2)nc2ccccn12
→ 2, 0, -1, -12, 0, -9, 11, 90, 87, -3.4
CCOC(=O)Cc1nnc(Nc2cccc(C)c2)c2ccccc12
→ -1, 1, 0, 7, -12, -17, 2, 95, 94, 4.1
O=C(Nc1ccc(OC(F)(F)F)cc1)Nc1cccc([N+](=O)[O-])c1
→ 0, -6, -6, 19, x, -22, 6, 2.9*, 3.5*, -5.3
CCOc1ccc2c(CC)cc(=O)oc2c1OCC
→ 3, -2, -2, -5, x, -54, 7, 98, 102, -0.5

# Additional records.
SMILES,NPY-Y2 antag,Yeast lifespan up,Phagocytosis inh,GALR2 antag,E-sel TNF inh,BB579 growth dn,Measles CPE,HCT116 bCat-KO,PTEN del growth,MRP-1 activ
COc1cc(CN2CCN(c3cccc(C)c3C)CC2)cc(Br)c1O,1,-9,0,3,x,-72,14,94,98,-1.5
COC(=O)CSc1ncnc2c1sc1nc(N3CCOCC3)c3c(c12)CCCC3,-1,-16,x,7,-3,-19,4,98,91,-1.7
COC(=O)NC1CSCC1OC(=O)CCN1C(=O)c2ccccc2C1=O (centres undefined),4,-4,-4,1,x,-40,13,86,89,-1.4
O=C(NCc1ccc(F)cc1)c1cc(-c2cccs2)on1,5,-12,1,7,x,4,6,103,115,-0.3
CCCN1C(=O)C(Cc2nc3ccccc3c(=O)n2C)c2ccccc21 (centres undefined),-2,-9,x,1,12,-47,8,10,14,-4.0
CCOc1ccc(-n2ccnc2SCC(=O)NCc2ccc3c(c2)OCO3)cc1,5,-8,5,-7,x,-43,9,107,101,-0.6
Nc1nc2c(s1)CC(c1ccccc1)CC2 (centres undefined),6,-13,-1,-1,23,13,2,95,86,0.1
O=C(NC1CCN(Cc2ccccc2)CC1)c1cccc(S(=O)(=O)Nc2cc(C(F)(F)F)ccc2Cl)c1,-1,4,-2,1,13,-10,11,77,78,-1.2
CCOc1ccc(-c2[nH]ncc2Oc2ccccc2OC)c(O)c1,-1,-12,-1,7,x,-16,12,86,86,-4.6
CCOC(=O)C1C(C)=C(Nc2ccc(OC)cc2)C(=O)N1c1ccc(OC)cc1 (centres undefined),6,7,-3,6,x,-32,22,86,98,1.9
COCCNC(=O)C1(C)C=CC2(CCCCC2)N1C(=O)c1ccccc1 (centres undefined),-3,3,x,4,x,-53,22*,98,88,-0.8
Cc1cc(OCC(=O)C(C)(C)C)c2c(C)c(C)c(=O)oc2c1,6,-18,0,-19,x,-9,21,68,76,-3.0
CCN1CCCC1CNCc1ccccc1OCc1ccc(F)cc1 (centres undefined),15,-7,0,0,-7,-1,15,70,83,-0.5
COc1cc(C(=O)NC(=S)N(CCc2ccccc2)CCc2ccccc2)cc(OC)c1OC,4,4,-9,-5,x,-1,4,25,16,-4.6
Cc1cccc(Cn2c(SCC(=O)Nc3ccccc3)nc3c2c(=O)[nH]c(=O)n3C)c1,2,-2,1,-8,x,-10,17,73,63,-3.6

# High-throughput results: PubChem, several laboratories
